HIF activator: HIF pathway transcriptional activation. U2OS HRE-luciferase reporter, luminescence; normalized: DMSO 0%, desferrioxamine 100%. activation, % at 7.5 µM (by protocol). actives 0.32% (n = 300,000). AID 1910;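 active = mean activation of at least 10% of the iron chelator positive control signal, with at least half of replicates also reaching 10%; inconclusive = mean and replicate majority disagree about reaching 10%; inactive = mean and most replicates under 10%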
aSyn 5UTR inh: 5' untranslated region of α-synuclein, MLPCN primary screen; alpha-synuclein 5'UTR reporter, inhibitor activity; inhibition, % (tested at 7.5 µM); actives 0.82% (n = 300,000); AID 1813; in the data active = inhibition above about 60%; inconclusive = no clear call, values can overlap the other calls;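 note: H4 neuroglioblastoma cells stably carrying SNCA 5'UTR luciferase fusion; 0% = DMSO wells and 100% = positive control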
IEC-6 tox: counter-screen for KLF5 inhibitors: cytotoxicity in IEC-6 cells; inhibition, % at 5 µM; actives 0.78% (n = 290,000); IEC-6 cytotoxicity, luminescence viability; in the data active = inhibition above about 22%;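 note: 0% = plate median of test compound wells and 100% = cytotoxic reference compound wells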
AI-2 QS mod: modulators of Vibrio harveyi AI-2 quorum sensing system. Vibrio harveyi JMH597 AI-2 luminescence/OD600 ratio, 9 h; hits give low values; strain lacks LuxN and CqsS sensors; 0 = neutral-control median. activity change, % at 7.5 µM. actives 0.4% (n = 300,000). AID 2094; in the data active = activity change below about -75%, passing the limit was not always enough; inconclusive = no clear call, values can overlap the other calls;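 note: luminescence divided by OD600 gain over 9 h not by final OD600 alone; inactives centre near 13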
HDAC3 inhib: inhibitors of human histone deacetylase 3. actives 0.15% (n = 320,000). O15379. AID 2718. inhibition, % at 8.3 µM. recombinant HDAC3, fluorogenic peptide/trypsin coupled, fluorescence; in the data active = inhibition above about 26%, passing the limit was not always enough; inconclusive = no clear call, values can overlap the other calls
Target sequence (O15379 whole entry, looked up): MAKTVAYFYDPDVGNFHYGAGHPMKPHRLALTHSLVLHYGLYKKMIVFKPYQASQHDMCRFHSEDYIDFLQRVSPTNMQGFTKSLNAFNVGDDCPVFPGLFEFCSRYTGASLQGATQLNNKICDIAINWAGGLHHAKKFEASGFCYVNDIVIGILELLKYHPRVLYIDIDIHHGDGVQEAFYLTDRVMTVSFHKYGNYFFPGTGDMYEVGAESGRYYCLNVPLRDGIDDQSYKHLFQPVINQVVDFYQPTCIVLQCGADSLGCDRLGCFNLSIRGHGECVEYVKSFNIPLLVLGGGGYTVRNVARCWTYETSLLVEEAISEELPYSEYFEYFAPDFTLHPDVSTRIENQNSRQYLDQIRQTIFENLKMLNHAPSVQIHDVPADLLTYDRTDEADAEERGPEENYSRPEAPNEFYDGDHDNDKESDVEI
KLF5 inhibitor: suppresses KLF5 promoter-driven expression | DLD-1 KLF5 promoter-luciferase reporter, luminescence | inhibition, % at 5 µM | actives 0.23% (n = 290,000) | AID 1700;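 active = inhibition above a per-plate limit of that plate's mean compound inhibition plus 3 SD, cut at about 60% in these data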;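 note: 0% = DMSO wells and 100% = LY294002 at 200 µM; higher means less KLF5 promoter-driven luciferase light; inactives centre near -14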
HSF1 inh: HSF1 inhibition; NIH3T3-HGL HSE-luciferase, MG132-induced, luminescence 8 h; hits give low values; activity change, negative = inhibition, % at 7.5 µM (by protocol); actives 0.77% (n = 300,000); AID 2098;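 active = more than half of replicate wells show activity change below -50%, luminescence cut by over half; inconclusive = some wells, but at most half, below -50%; inactive = no replicate well below -50%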;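 note: luciferase reports HSF-1 transcriptional activity via heat shock element; 0% = median of DMSO wells and -100% = zero luminescence signal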
HSF1 activator: increases HSF-1 driven luciferase reporter signal; NIH3T3-HGL HSF-1 luciferase reporter, MG132, 8 h; 100% = twice DMSO control signal; AID 504408; actives 1.7% (n = 300,000); activation, % at 9 µM;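 active = mean replicate activation of at least 50% with a set share of replicates each reaching 50%; inconclusive = only one of those two conditions met; inactive = mean below 50% and too few replicates reaching it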;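 note: 0% = median of the neutral control wells and 100% = twice that signal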
HSP90 refold inh: inhibitors of HSP90 luciferase refolding in rabbit reticulocyte lysate. luciferase refolding luminescence, 3 h. inhibition, % at 5.6 µM. actives 0.91% (n = 290,000);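 active = inhibition above the screen-wide mean plus 3 SD, computed separately per campaign, cut at about 16% in these data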;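 note: 0% = DMSO wells and 100% = 60 µM geldanamycin wells; inhibitors lower the luminescence because luciferase stays unfolded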
Platelet DG rel: platelet dense granule release activity | human platelet-rich plasma, SFLLRN dense granule ATP release, luminescence | inhibition, %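 (compounds screened at 7.5 µM in platelet-rich plasma)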 | actives 0.22% (n = 300,000) | AID 1663;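 active = mean replicate score, as percent of positive control, at or above 50; inconclusive = mean below 50 but at least one replicate at or above 50; inactive = mean and every replicate below 50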
* hit, by the source's call; ? = inconclusive; nt = no result given.

SMILES	HIF activator	aSyn 5UTR inh	IEC-6 tox	AI-2 QS mod	HDAC3 inhib	KLF5 inhibitor	HSF1 inh	HSF1 activator	HSP90 refold inh	Platelet DG rel
CCOC(=O)c1cnc(-c2ccccc2)[nH]c1=O	0.2	-10	-2	41	1	-1	-3	3	-3	-5
Cc1cccc2c1cnn2C(=O)CCC(=O)NCc1ccc(F)cc1	0.0	-2	-4	3	-1	0	-5	-9	-3	-1
COc1ccc(S(=O)(=O)Nc2cccc(C)c2C)c2cccnc12	-1.3	7	5	5	16	-5	-3	-14	-2	-5
CCSc1ncccc1C(=O)N[C@@H](CCSC)C(=O)OC	0.2	5	6	18	-4	-14	-9	-3	5	5
CCOC(=O)c1nnc(-c2ccccc2)nc1NC	0.1	0	-1	18	3	-21	0	6	5	-4
Oc1ccc(N=Nc2ccccc2)cc1	2.4	-145	12	-2	9	-190	20	21	11	12
CCn1c(=N)n(CCO)c2ccccc21	0.3	0	2	-1	-9	10	5	3	1	-1
Cc1cccc(C(=O)Oc2coc(CSc3nnc(NC(=O)C4CC4)s3)cc2=O)c1	0.1	-11	-8	12	3	-16	-5	2	-1	-3
CC(=O)Nc1cccc(-n2nnc(SCC(=O)c3ccccc3)n2)c1	2.1	-121	2	16	0	-77	19	12	2	-3
Cc1cc(OCC(=O)NC2CC(C)(C)NC(C)(C)C2)c2c(C)c(C)c(=O)oc2c1	-0.3	-38	4	24	-34	-15	-2	-8	-4	-12
Cc1cc(C)n(C(=O)N(c2ccccc2)c2ccccc2)n1	0.6	9	7	8	2	-16	2	11	-1	-1
N#Cc1c(Nc2ccccc2)s[nH]c1=O	0.1	-17	5	34	1	-6	-13	-12	-4	-4
NNC(=O)C=C1CCN(c2ncc(C(F)(F)F)cc2Cl)CC1	-0.3	-17	1	28	3	-44	8	1	-3	-6
COc1ccccc1NC(=O)C12CC3CC(C1)CC(c1ccc(C)cc1)(C3)C2	-0.1	23	-3	16	13	-3	-3	-1	3	0
CCN(C(=O)CN1C(=O)c2ccc([N+](=O)[O-])cc2C1=O)C1CCS(=O)(=O)C1 (stereo unspecified)	-0.1	-6	nt	23	8	nt	-1	11	nt	-10
CS(=O)(=O)c1ccc(Cl)c(NC(=O)CCc2ccccc2)c1	0.3	11	0	7	?	-28	-4	-7	-2	5
Clc1ccc(CSc2nnc(CN3CCOCC3)n2-c2ccccc2)cc1Cl	-0.1	19	7	?	4	-9	-8	3	3	-6
O=C(Nc1ccc(N2CCN(C(=O)c3ccccc3)CC2)c(Cl)c1)c1ncn[nH]1	0.0	3	3	38	9	-21	-9	-14	4	9
O=C(Nc1ccc(CN2CCS(=O)(=O)CC2)cc1)c1ccc(Cl)cc1	-0.1	-43	-3	-30	-2	-30	-1	-8	-6	6
Cc1cccc(NC(=S)NC(=O)c2cc(-c3ccccc3)nc3ccccc23)c1	0.9	-1	-2	20	5	-45	-13	-3	-1	-15
COc1ccc(/C=C(/NC(=O)c2ccc(C)cc2)C(=O)NCC2CCCO2)cc1 (stereo unspecified)	0.3	-3	1	5	7	-13	-1	-8	1	1
O=C(CNS(=O)(=O)c1ccc(Br)cc1)N1CCN(Cc2ccccc2)CC1	-0.3	3	5	15	1	11	4	-18	4	1
O=C(Cn1c(C(F)(F)F)nc2ccccc21)c1ccccc1	-0.4	-6	-1	32	4	-25	-2	-3	-1	6
CCC(C)(C)NC(=O)C(c1ccncc1)N(C(=O)c1sc(C)nc1C)c1ccc(C)cc1 (stereo unspecified)	2.9	-62	8	0	1	-9	19	33	2	-4
CCOC(=O)CSc1[nH]c2cc(OC)ccc2c1[N+](=O)[O-]	0.1	10	2	15	6	-26	-6	-3	0	-8
Cc1n(Cc2ccccc2)c2cc([N+](=O)[O-])ccc2[n+]1Cc1ccccc1	-0.3	-2	-4	14	-4	-6	5	10	-3	16
N#CC1=C(N)OC2=C(C(=O)CCC2)C12CCC1(CC2)OCCO1	0.4	-7	-4	2	3	-27	-3	0	-4	2
NC(=O)c1ccc2c(c1)S(=O)(=O)c1ccccc1C2=O	-30	-17	0	15	0	-39	5	34	2	-8
CCc1ccc(NC(=O)C(CC)c2ccccc2)cc1 (stereo unspecified)	-0.6	10	2	4	-3	-13	14	-4	1	-2
CNc1nc2[nH]c(=O)c3c(c2s1)OC(N)=C(C#N)C3c1ccccc1 (stereo unspecified)	0.6	-3	2	2	10	-29	7	19	-3	2
O=C(NCC1CCCO1)c1c(O)c2c([nH]c1=O)CCCC2 (stereo unspecified)	0.9	-112	8	48	1	-6	4	-6	0	-13
O=[N+]([O-])c1ccc(Cl)c(/C=N/N2CCN(c3ccccc3)CC2)c1	-0.1	-55	-3	29	-3	15	-3	2	0	-5
Cc1cccc(-n2nnnc2SCC(=O)c2cc(C)n(CC3CCCO3)c2C)c1 (stereo unspecified)	0.8	-45	-3	26	1	-38	8	21	3	1
CCOC(=O)CC(NC(=O)c1ccco1)c1ccc(C)cc1 (stereo unspecified)	0.0	0	1	18	nt	-37	-8	-7	3	-1
COc1cccc(CCc2nnc(CCC(=O)N(C)C3CC(C)(C)NC(C)(C)C3)o2)c1	0.1	-8	-3	6	4	-53	-8	-29	-4	-10
O=C(NCN1C(=O)C2C3C=CC(C3)C2C1=O)Nc1nccs1 (stereo unspecified)	-10	12	4	-8	-2	-7	-12	1	-5	0
O=C(NC(=S)NCC1CCCO1)c1ccc([N+](=O)[O-])cc1 (stereo unspecified)	-0.1	-23	0	39	5	-13	-5	-3	1	-1
CCN(CC(=O)NC1CCS(=O)(=O)C1)c1nc(-c2ccccc2)nc2ccccc12 (stereo unspecified)	0.4	6	4	13	4	-6	-3	-5	-1	2
Cc1c(Cl)cccc1Nc1ncccc1C(=O)OCC(O)CO (stereo unspecified)	0.0	-7	1	7	3	-34	-11	-7	-1	5
CN(C)c1nc(-c2ccccc2)cc(C(F)(F)F)c1C#N	0.0	-5	0	41	-1	11	?	-37	2	-3
COc1ccc(NC(=O)c2cnc(C)cn2)cc1-n1cnnn1	-0.5	-11	-5	12	4	5	-60*	-69	0	3
COC(=O)C(C)NC(=O)C1CCCN1S(=O)(=O)c1cc(C)c(Cl)cc1C (stereo unspecified)	0.5	-2	0	-16	2	-12	-3	-2	3	-4
O=C(Nc1ccc(Cl)c(C(F)(F)F)c1)[C@@H]1CC=C[C@@H]2CCN(Cc3ccccc3)C(=O)[C@@H]21	-0.8	-14	nt	21	2	nt	0	-9	nt	3
Cc1cc(C(=O)NCCCN2CC(C)CC(C)C2)n(-c2ccccc2)n1 (stereo unspecified)	0.2	13	-3	25	16	-29	-5	-8	-2	-2
C/C(=N\Nc1ccc(Cl)c(C(=O)O)c1)c1ccc2c(c1)OCO2	0.0	-73	-4	32	-7	-47	-5	3	9	-3
O=c1cc(N2CCOCC2)[nH]c(=O)n1Cc1ccc(F)cc1	-0.2	-14	1	-2	2	-12	-2	-14	0	-5
CC1(c2ccccc2)CC(C)(C)N2C(=O)/C(=C3\SC(=S)NC3=O)c3cccc1c32 (stereo unspecified)	-0.5	21	2	20	-5	-24	-4	15	1	-13
COc1cc(/C=C/C(=O)NC(C)CCc2ccccc2)cc(OC)c1OC (stereo unspecified)	0.0	-3	6	24	-4	-15	-6	6	5	12
CC(=O)c1noc(C)c1C(=O)Nc1nccs1	-0.2	10	-2	13	3	-18	2	9	5	0
O=C1CC(c2ccccc2)Oc2cc(O)cc(O)c21 (stereo unspecified)	1.2	-25	nt	24	9	nt	2	-3	nt	-4
CC(C)(CO)CN1CCC(n2nccc2NC(=O)C2CCCC2)CC1	-0.1	-8	5	16	0	11	-7	-20	0	-11
O=C(Nc1ccccc1Cl)c1cccc(NC(=O)C2C3CC4OC(=O)C2C4C3)c1 (stereo unspecified)	0.2	15	3	14	1	-30	2	36	8	1
O=C(COC(=O)C1CCN(S(=O)(=O)c2ccc3c(c2)OCCO3)CC1)Nc1ccccc1OC(F)F	-0.4	-1	4	26	-4	-21	-21	-42	-2	-1
Cc1ccc(S(=O)(=O)Cc2cc(-c3ccc(Cl)cc3)no2)cc1	-0.2	-20	2	-1	4	-8	5	5	-2	-8
CCc1nc(SCc2ccc(Cl)cc2)n[nH]1	0.7	-49	0	-9	nt	-30	22	16	2	9
Oc1ccc(/C=N/n2c(-c3ccccc3)n[nH]c2=S)cc1	-13	26	-2	39	6	-10	1	17	-2	10
COc1ccc(OC)c(C2C(C(C)=O)=C(O)C(=O)N2Cc2cccnc2)c1 (stereo unspecified)	0.1	-16	1	12	-8	-7	-5	12	0	-14
COC(=O)C1C(=O)C2=C(CC1C)NC(C)=C(C(=O)OCCOc1ccccc1)C2c1ccc(C)o1 (stereo unspecified)	-0.8	13	-7	26	0	-24	3	4	4	1
COc1ccc(-c2nc3ncccn3c2Nc2ccc3c(c2)OCCO3)cc1	2.4	-16	1	-9	nt	-64	-29	-37	-3	5
Cc1ccc(N2C(=O)C3N=NN(CC(=O)N4N=C(c5cccc6ccccc56)CC4c4ccccc4)C3C2=O)cc1 (stereo unspecified)	-0.9	-13	-3	27	-15	-13	12	22	2	4

Compounds listed so far with a furan ring, fused or not (2):
SMILES	HIF activator	aSyn 5UTR inh	IEC-6 tox	AI-2 QS mod	HDAC3 inhib	KLF5 inhibitor	HSF1 inh	HSF1 activator	HSP90 refold inh	Platelet DG rel
CCOC(=O)CC(NC(=O)c1ccco1)c1ccc(C)cc1 (stereo unspecified)	0.0	0	1	18	nt	-37	-8	-7	3	-1
COC(=O)C1C(=O)C2=C(CC1C)NC(C)=C(C(=O)OCCOc1ccccc1)C2c1ccc(C)o1 (stereo unspecified)	-0.8	13	-7	26	0	-24	3	4	4	1

Going on with the list:
SMILES	HIF activator	aSyn 5UTR inh	IEC-6 tox	AI-2 QS mod	HDAC3 inhib	KLF5 inhibitor	HSF1 inh	HSF1 activator	HSP90 refold inh	Platelet DG rel
COc1ccc(Cl)cc1NC(=O)C1CSC(c2ccncc2)=N1 (stereo unspecified)	0.1	-2	12	14	3	8	-6	-10	1	3
O=[N+]([O-])c1ccc(CSc2ccc(-c3ccccn3)nn2)cc1	1.0	-17	3	8	3	-28	-2	3	1	-3
Cc1cccc(N(CC(=O)N2CCc3ccccc3C2)S(C)(=O)=O)c1C	-2.8	6	-7	29	5	-26	6	4	0	1
C=CCC(CC(O)COCCC)C(=O)NNC(=S)Nc1ccccc1 (stereo unspecified)	2.2	-113	6	-29	2	-66	2	4	13	-12
O=C(Cc1ccc(Cl)cc1)Nc1ccccc1C(=O)Nc1ccc(C(=O)O)cc1	0.0	12	2	16	-7	-6	-7	-6	0	2
C=CCOC(=O)C1=C(C)Nc2nnnn2C1c1ccc(OC)cc1OC (stereo unspecified)	-0.8	34	1	11	1	-27	6	9	1	3
O=C1CCN(N=Nc2cccc(Cl)c2)N1	-0.2	20	-1	6	0	-24	-6	-2	0	53*
C=CCNC(=O)C1CCC(C(=O)NCC=C)CC1 (stereo unspecified)	-0.3	6	2	21	5	0	-7	-4	2	-8
O=C(c1ccco1)N1CCN(Cc2nnnn2C2CCCCC2)CC1	0.2	-11	0	6	-6	-23	-7	-18	2	-5

From PubChem BioAssay

The order is random. Share with any hit: about 5%.
